EBNA-1 inhibitor: blocks EBNA-1 binding to DNA. EBNA-1 DNA binding, fluorescence polarization. inhibition, % at 14.8 µM. 300,000 tested, 0.34% active. AID 1950; in the data active = inhibition above about 28%
Fam108B inh: blocks mouse Fam108B hydrolase in RBBP9 counter-screen. recombinant Fam108B, FP-Rh probe fluorescence polarization. inhibition, % at 9.51 µM. 300,000 tested, 0.33% active. AID 1947;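 active = inhibition above the screen mean inhibition plus 3 SD, computed separately per campaign, cut at about 18% in these data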;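 also: inhibitors lower polarization as less probe binds the enzyme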
Yeast superoxide: yeast age-related superoxide inhibition as caloric restriction mimetic; superoxide response (% of plate mean), % at 10 µM; 330,000 tested, 0.18% active; AID 2690; S. cerevisiae aged cells, superoxide DHE fluorescence; active compounds read low;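 active = superoxide response under a set limit, about three screen SD below normal, cut at about 65% in these data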;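 also: yeast aged for seven days with compound at 30 °C before DHE staining; 100% = average MFI of all compound-treated wells on the plate with controls excluded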
ZTA counter: counter-screen for EBNA-1 inhibitors: inhibitors of Epstein-Barr virus ZTA; P03206; ZTA-DNA binding, fluorescence polarization; inhibition, % at 11 µM; 320,000 tested, 0.15% active; AID 2234; in the data active = inhibition above about 33%
Target sequence (P03206 whole entry, looked up): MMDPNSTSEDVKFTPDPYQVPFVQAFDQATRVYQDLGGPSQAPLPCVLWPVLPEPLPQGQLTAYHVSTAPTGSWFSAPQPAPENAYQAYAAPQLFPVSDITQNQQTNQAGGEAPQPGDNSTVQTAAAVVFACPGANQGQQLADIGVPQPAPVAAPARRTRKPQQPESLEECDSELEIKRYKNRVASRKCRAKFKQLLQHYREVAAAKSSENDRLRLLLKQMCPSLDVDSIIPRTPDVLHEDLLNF
Efflux pump inh: blocks antifungal efflux pumps in multiplex yeast assay. S. cerevisiae Candida pump triplex, Nile Red efflux. 330,000 tested, 0.44% active. inhibition, % at 10 µM;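 active = plate passing quality check with inhibition over a set limit, or well fluorescence over plate mean plus 4 SD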;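 also: Nile Red retained in pooled yeast measured as flow cytometry median fluorescence; 0% = buffer negative control and 100% = Enniatin B positive control; higher means more Nile Red kept so more efflux inhibition; some compounds called inactive have numbers as strong as hits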
BCLXL inh: inhibitors of human Bcl-xL; GST-Bcl-xL / FITC-Bim BH3 peptide fluorescence polarization; AID 2129; Q07817; inhibition, % at 10.9 µM; 320,000 tested, 0.7% active;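 active = inhibition above the mean of all tested compounds plus 3 SD, cutoff set per campaign, cut at about 30% in these data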;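 also: 0% = DMSO wells and 100% = unlabeled Bim-BH3 peptide competitor; inhibitors lower millipolarization by displacing the labeled peptide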
Target sequence (Q07817 whole entry, looked up): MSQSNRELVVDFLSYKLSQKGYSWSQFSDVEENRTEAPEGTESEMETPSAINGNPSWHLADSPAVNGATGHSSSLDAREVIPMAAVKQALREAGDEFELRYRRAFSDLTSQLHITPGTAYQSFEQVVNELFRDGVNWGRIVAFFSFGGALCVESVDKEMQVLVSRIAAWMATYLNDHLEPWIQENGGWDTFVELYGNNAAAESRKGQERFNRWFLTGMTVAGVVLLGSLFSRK
MCL1 BIM primary: MCL1-BIM-BH3 interaction inhibition (human); GST-MCL1 / FITC-Bim-BH3 fluorescence polarization; AID 2057; 320,000 tested, 0.68% active; inhibition, % at 10.9 µM;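 active = inhibition above the mean inhibition of all tested compounds plus 3 SD, set per campaign, cut at about 40% in these data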;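 also: 0% = DMSO wells and 100% = unlabeled Bim-BH3 peptide control; higher means more loss of mP so more displacement of Bim peptide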
GLD-1 TGE inh: GLD-1-TGE RNA interaction inhibition (C. elegans); inhibition, % at 5.96 µM; purified GLD-1 + fluorescein TGE RNA, fluorescence polarization; 320,000 tested, 0.44% active;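 active = percent inhibition above a per-plate cutoff, the plate mean of test compounds plus 3 SD, cut at about 30% in these data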;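 also: 0% = DMSO wells with GLD-1 and probe and 100% = wells lacking GLD-1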
Target sequence (Q17339 whole entry, looked up): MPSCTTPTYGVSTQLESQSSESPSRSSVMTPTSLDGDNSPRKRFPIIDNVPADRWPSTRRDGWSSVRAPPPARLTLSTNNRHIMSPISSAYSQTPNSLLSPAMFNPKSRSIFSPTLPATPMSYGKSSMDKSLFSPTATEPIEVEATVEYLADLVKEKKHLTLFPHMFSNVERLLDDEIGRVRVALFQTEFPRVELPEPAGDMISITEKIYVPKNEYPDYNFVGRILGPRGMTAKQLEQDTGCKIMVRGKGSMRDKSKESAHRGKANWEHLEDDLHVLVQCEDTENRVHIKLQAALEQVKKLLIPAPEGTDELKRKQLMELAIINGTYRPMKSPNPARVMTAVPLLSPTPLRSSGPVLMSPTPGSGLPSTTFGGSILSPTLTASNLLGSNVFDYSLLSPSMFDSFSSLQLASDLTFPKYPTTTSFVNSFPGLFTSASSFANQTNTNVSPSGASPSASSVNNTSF
MEX-5 binding: C. elegans MEX-5 TCR-2 RNA binding activity; MEX-5/FITC-TCR2 RNA binding, fluorescence polarization; active compounds read low; activity score (negative = inhibition of binding), % at 10 µM; 300,000 tested, 0.38% active;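 active = inhibition past about -25% in most replicates, and total fluorescence under double the plate's negative control median, limit read from the data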;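 also: 0% = DMSO and -100% = 5 µM competing unlabeled TCR2 RNA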
* hit, by the source's call; · = no result given; & = joins results of further samples; ! = not active in a repeat.

SMILES	EBNA-1 inhibitor	Fam108B inh	Yeast superoxide	ZTA counter	Efflux pump inh	BCLXL inh	MCL1 BIM primary	GLD-1 TGE inh	MEX-5 binding
CN(C)CCNc1nc(-c2ccccc2)nnc1C(F)(F)F	-6	6	100	-4	0.3	12	7	0	0.9
O=C(CCCc1ccccc1)NCc1cccnc1	-12	-6	118	7	0.0	1	0	4	0.9
O=C1CSC(c2cccc([N+](=O)[O-])c2)N1c1ccccc1F (stereo not drawn)	5	-2	108	21	-0.1	2	0	8	-1.5
CCSc1nnc(NC(=O)CSc2nnc(CNC(=O)c3cc(OC)c(OC)c(OC)c3)o2)s1	8	-1	106	4	0.3	9	5	0	1.1
CC(C)(C)C(=O)NC(=S)Nc1ccccc1N1CCCC1	3	-2	87	-3	-0.1	5	15	3	0.0
O=C(c1cccs1)N1CC=C(c2ccccc2)CC1	·	·	141	2	0.6	-5	-8	0	·
O=C1CNC(=S)N1Cc1ccccc1Cl	6	0	98	-2	0.1	-1	8	-4	8.8
COc1ccc(NC(=O)c2ccc3nc(-c4ccccc4)c(-c4ccccc4)nc3c2)c(OC)c1	-5	2	102	3	0.1	-1	-5	-1	1.6
CN(C(=O)c1ccno1)c1nnc(-c2cnccn2)s1	0	1	85	-3	-0.1	6	7	-7	-4.7
CSCCNC(=O)c1ccc2nc(C3CCCCC3)oc2c1	-6	1	113	7	0.1	4	9	-1	-2.9
Cc1cc(C)n2c(=O)c3ccc(Cl)cc3nc2c1C#N	-8	2	116	9	0.1	21	51*	7	-2.6
Cn1cc(Cl)c(C(=O)Nc2nc3ccc([N+](=O)[O-])cc3s2)n1	-1	-3	116	-4	-0.1	4	7	1	0.5
Cn1ncc(Cl)c1C(=O)Nc1ccc(CN2CCCCC2)cc1	4	3	91	-4	-0.1	0	2	0	1.5
Cc1ccc2c(CN3CCN(S(=O)(=O)c4ccc5c(c4)OCCO5)CC3)cc(=O)oc2c1C	4	2	111	-10	0.0	2	-3	-1	1.3
O=C(OC1CCCCC1)c1ccc(NC(=O)c2ccco2)cc1	1	-9	111	-6	0.0	3	-1	0	2.6
CCCc1cc(=O)oc2c3c(c4c(c12)OC(C)(C)C=C4)OC(C)C(C)C3O (stereo not drawn)	-12	-10	114	0	0.6	-1	-2	6	-0.7
CCOC(=O)c1sc2nccc(OC)c2c1N=CNOC	-2	0	94	2	0.3	5	4	-4	1.2
Cc1onc(C(=O)Nc2ccccc2C(F)(F)F)c1[N+](=O)[O-]	-11	4	93	-6	0.2	3	4	0	1.9
NNC(=O)c1nnn(-c2nonc2N)c1CN1CCCC1	-9	2	100	-24	-0.2	1	12	6	-1.2
Cc1ccc(CSc2nnc(SCC(=O)N/N=C/C=C/c3ccco3)s2)cc1	26	-2	107	16	-4.9	-2	-2	6	-0.3
COc1ccccc1N1C(=O)c2cccc3c(Cl)ccc(c23)C1=O	16	4	102	12	0.2	3	-7	4	-5.3
O=c1[nH]c(N2CCCCC2)nc2c1CCCC2	-4	3	97	6	0.0	5	1	2	1.1
Cc1nc2ccccc2c2c(N)c3ccccc3n12	6	-1	111	13	0.0	35*	22	26	1.8
CC(=O)c1ccc(OCC(=O)c2cc(C)n(-c3ccc4c(c3)OCO4)c2C)cc1	-16	6	97	8	0.3	1	0	7	5.5
Nc1ccnn1-c1ccccc1	-1	-7	123	2	0.3	1	-2	-6	0.0

Shown as a hit in BCLXL inh, among the entries above:
compound | EBNA-1 inhibitor | Efflux pump inh | BCLXL inh | MCL1 BIM primary | GLD-1 TGE inh | MEX-5 binding
Cc1nc2ccccc2c2c(N)c3ccccc3n12 | 6 | 0.0 | 35* | 22 | 26 | 1.8

(further entries)
SMILES	EBNA-1 inhibitor	Fam108B inh	Yeast superoxide	ZTA counter	Efflux pump inh	BCLXL inh	MCL1 BIM primary	GLD-1 TGE inh	MEX-5 binding
Cc1nc2nc(COc3ccccc3)[nH]n2c(=O)c1Cl	11	-1	100	6	-0.1	4	2	-3	0.5
CC(=O)c1ccc(OCc2cc(C(=O)N3CC4C[C@@H]5CC3C[C@H](C4)C5)no2)cc1	-2	2	98	8	0.1	4	6	8	2.4
O=C(Cn1ccc2ccccc2c1=O)NCC(=O)N1CCN(c2ccc(F)cc2)CC1	-9	-1	102	-5	0.0	9	8	-4	-1.9
O=C(Oc1nsnc1N1CCOCC1)c1ccccc1	6	0	91	-14	-0.2	2	6	1	1.9
COc1cc(/C=C2\SC(N)=NC2=O)ccc1OCC(=O)Nc1ccc(C)cc1	12	-12	99	-13	0.0	3	-7	-20	-3.7
CC1(C)Cc2cccc(OCC(=O)Nc3ccccc3C(F)(F)F)c2O1	-3	-5	100	3	1.9	-4	-10	0	-0.6
Cc1ccc(S(=O)(=O)N(CC(=O)NCC2CCCO2)Cc2cccc(C)c2)cc1 (stereo not drawn)	6	-2	94	9	0.2	2	-1	-3	1.6
CCc1nc2ccccc2n1Cc1cc(=O)n2cc(C)ccc2n1	-2	2	114	-2	0.1	2	4	9	·
Cc1nnc(NC(=O)c2ccc(S(=O)(=O)N3CCCCC3C)cc2)o1 (stereo not drawn)	-8	-1	93	0	0.2	-4	2	5	-2.7
CCOC(=O)N1CCN(c2ccnc3cc(Cl)ccc23)CC1	-3	-2	112	-2	0.4	8	9	4	-0.4
O=C(O)CCN1C(=O)C2C3CC(C2C1=O)C1C(c2ccccc2)c2sc(=O)n(-c4ccccc4)c2SC31 (stereo not drawn)	-9	1	108	13	0.0	1	13	1	-0.1
CC(C)c1ccc(NC(=S)N(C)CCc2ccccn2)cc1	-4	2	98	-7	0.0	2	1	10	·
Cc1ccc(-c2ccccc2)n1-c1ccc(C(=O)O)cc1	0	6	96	-7	-0.1	9	10	3	-3.3
CNC(=O)c1ccsc1NC(=O)C1CCN(S(=O)(=O)c2ccc(Cl)s2)CC1	5	1	89	10	0.0	2	1	7	0.6
COc1ccc(OCC(=O)OC2CCCN(C)C2)cc1 (stereo not drawn)	-2	1	93	-6	0.0	5	0	-3	3.0
FC(F)(F)c1nnc(Nc2ccc(Cl)cc2)s1	-7	0	84	-14	-0.2	4	6	1	0.1
C=CSc1sc(Cl)c(N(CC)CC)c1[N+](=O)[O-]	-12	-3	101	8	0.5	9	26	-1	-1.0
COCc1cc(C)n(CC(=O)Nc2ccccc2OC)c(=O)c1C#N	3	3	89	-4	-0.2	1	0	5	0.5
CCN(CC)C(=O)COc1ccc(-c2ccccc2)cc1	8	8	93	-19	-0.1	4	1	4	-1.6
O=C(Cc1coc2ccc3ccccc3c12)N1CCN(c2ncccn2)CC1	0	-1	93	1	0.1	0	-4	0	2.5
C#CCOCCOCCOCCNc1nc(N2CCN(C(=O)[C@H](CCC(=O)O)n3cc(C(N)[C@H](C)CC)nn3)CC2)nc(N2CCN(C(=O)[C@H](Cc3cc4ccccc4[nH]3)n3cc(C(N)[C@H](C)CC)nn3)CC2)n1 (stereo partly drawn)	2	3	95	-8	-0.1	2	0	1	0.7
C=C(C)c1cccc(C(C)(C)NC(=O)Nc2ccc(OC)nc2)c1	3	-4	102	-1	0.5	82*	91*	83*	-2.9
N#Cc1ccc(C23CC4(C2)[C@H](CN(Cc2ccc(-c5ccccc5)cc2)[C@@H]4c2ccccc2)C3c2ccc(C(F)(F)F)cc2)cc1 (stereo partly drawn)	-3	-7	93	3	0.0	1	1	4	1.4
CCCC[n+]1ccn(-c2nc3ccccc3nc2[N-]S(=O)(=O)c2cccs2)c1	4	2	103	2	0.0	10	7	6	3.1
COC(=O)C1C2CCC(C2)C1C(=O)OCC(=O)c1ccc(C)cc1 (stereo not drawn)	9	2	95	16	0.0	7	5	5	-2.1

Overlap with the part before: 5 entries, then new ones.
SMILES	EBNA-1 inhibitor	Fam108B inh	Yeast superoxide	ZTA counter	Efflux pump inh	BCLXL inh	MCL1 BIM primary	GLD-1 TGE inh	MEX-5 binding
C#CCOCCOCCOCCNc1nc(N2CCN(C(=O)[C@H](CCC(=O)O)n3cc(C(N)[C@H](C)CC)nn3)CC2)nc(N2CCN(C(=O)[C@H](Cc3cc4ccccc4[nH]3)n3cc(C(N)[C@H](C)CC)nn3)CC2)n1 (stereo partly drawn)	2	3	95	-8	-0.1	2	0	1	0.7
C=C(C)c1cccc(C(C)(C)NC(=O)Nc2ccc(OC)nc2)c1	3	-4	102	-1	0.5	82*	91*	83*	-2.9
N#Cc1ccc(C23CC4(C2)[C@H](CN(Cc2ccc(-c5ccccc5)cc2)[C@@H]4c2ccccc2)C3c2ccc(C(F)(F)F)cc2)cc1 (stereo partly drawn)	-3	-7	93	3	0.0	1	1	4	1.4
CCCC[n+]1ccn(-c2nc3ccccc3nc2[N-]S(=O)(=O)c2cccs2)c1	4	2	103	2	0.0	10	7	6	3.1
COC(=O)C1C2CCC(C2)C1C(=O)OCC(=O)c1ccc(C)cc1 (stereo not drawn)	9	2	95	16	0.0	7	5	5	-2.1
Cn1c(SCC(=O)NNC(=S)Nc2ccccc2)nnc1-c1ccccc1	2	-1	97	-19	0.0	6	3	4	-6.4
O=C(NC(CC(=O)N1CCN(c2ccccc2)CC1)c1ccccc1)c1ccccc1Cl (stereo not drawn)	-7	-4	94	5	4.9	-2	-1	3	2.5
CCOC(=O)CNS(=O)(=O)c1ccc(C)cc1	14	3	98	-4	-0.2	3	1	3	1.3
O=C(c1ccco1)N1CCN=C1SCc1cccc(F)c1	13	4	88	13	0.1	4	5	5	0.1
Cn1c(=O)c(=O)n(C)c2cc(S(=O)(=O)N3CCCC3C(=O)NCc3cccnc3)ccc21 (stereo not drawn)	-2	2	106	1	0.4	4	5	4	1.3
O=C(Cc1cc(=O)[nH][nH]1)N/N=C/c1cccc(Cl)c1Cl	5&-10	-4&-12	82&95	-8&10	19*!	6&8	17&6	6&-1	0.5&-0.5
Clc1ccc(-n2c(SCc3nc4ccccc4[nH]3)nnc2-c2ccncc2)cc1	5	5	82	2	0.0	-6	-10	-1	1.0
COC(=O)c1sccc1NC(=S)N1CCN(c2ccccc2F)CC1	-1	2	93	1	-0.1	-1	9	2	-1.8
COC(=O)c1cc(-c2cccc(OC)c2)n[nH]1	6	-2	97	15	-0.1	0	5	1	-0.6
NS(=O)(=O)c1ccc(NC(=S)NCc2ccccc2Cl)cc1	10	-2	111	5	-0.1	-2	3	-4	1.2
COC(=O)C1=C(C)N(CCc2cc(OC)c(OC)c(OC)c2)C(=O)N[C@H]1c1ccccc1	24	-3	107	28	0.1	-4	-2	-46	0.4
Cc1ccc(-c2csc(NC3OC(=O)c4ccccc43)n2)cc1 (stereo not drawn)	10	3	116	8	0.0	5	7	3	21
O=C(NC1CC1)C1=C[C@@H](c2c[nH]c3ccccc23)C[C@@H](OCCCCO)O1	12	-8	97	1	0.0	4	-1	-9	-0.9
COc1nc(Oc2ccc(C(=O)OCC(N)=O)cc2)nc(N(C)C)n1	0	4	116	-8	-0.1	7	4	7	0.8

Compound activity (PubChem)
